Screens from PubChem BioAssay.
sdo1 growth: growth rescue of sdo1-depleted yeast, primary screen, S. cerevisiae, bone marrow failure model | S. cerevisiae sdo1-depleted JHY4D growth rescue, OD600 30 h; active compounds read high; pdr5 snq2 efflux-pump mutant strain | 140,000 tested, 0.21% active | z-score at 10 µM;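 active = z-score above 3 at both the 24 hr and the 30 hr optical density reads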;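 note: z-score against mean and SD of all compound wells on the same plate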
INS promoter inh: inhibitors of insulin promoter-driven GFP, primary screen, imaging, TRM-6 cells (human fetal islet line), eGFP reporter, cell count | reporter expression induced with tamoxifen | inhibition, % at 2 µM | 130,000 tested, 0.9% active | AID 1273, 2008;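 active = inhibition above the mean plus 3 SD, with well images judged a real hit on visual review, cut at about 60% in these data, passing the limit was not always enough; inconclusive = inhibition over the cutoff but images rejected on review; inactive = inhibition not above the cutoff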
sdo1 growth Rescue 24 h: also measured in sdo1 growth; calls as there; z-score; S. cerevisiae sdo1-depleted JHY4D growth rescue, OD600; measured here: growth rescue at 24 h;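 0 is the plate mean of compound wells and units are plate SD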
The depositor's hits bear a star; ? = inconclusive; . = not tested or not shown. The list is partial; count on the stated rates, not on these rows.

sdo1 growth,sdo1 growth Rescue 24 h,INS promoter inh,SMILES
0.56,0.38,-88,O=C(c1ccc(Cl)c([N+](=O)[O-])c1)N(Cc1cccc(Cl)c1)C1CCS(=O)(=O)C1 (stereo unspecified)
0.05,-0.31,.,CCN(CC)CCn1c(NCc2ccccn2)nc2ccccc21
1.1,0.89,.,CCC(=O)Nc1ccc(-c2nnc(SCC(=O)Nc3nccs3)n2C)cc1
-0.7,0.14,.,CCOC(=O)/C=c1\s/c(=C\c2ccc(C(F)(F)F)cc2)c(=O)n1CC(=O)NCc1ccco1
-1.1,-0.38,-17,COc1ccc(-n2c(COc3cccc4ccccc34)nnc2SCC#N)cc1
.,.,-17,N#CCOc1ccc2oc(-c3ccco3)cc(=O)c2c1
1.4,1.3,16,Cc1ccc(/C(O)=C2/C(=O)C(=O)OC2c2ccc(Cl)cc2)cc1 (stereo unspecified)
-0.16,0.13,-171,O=C1C(Cl)=C(Nc2ccc(F)cc2)C(=O)N1CCc1ccccc1
-0.09,-0.94,-43,Cc1ccc(-c2cnn(-c3cccc([N+](=O)[O-])c3)c2N)cc1
-0.08,0.02,.,O=C(COC(=O)c1ccccc1C(=O)c1ccc(Cl)cc1)NCCc1ccccc1
-1.2,-0.9,-10,CCCCOc1c(Br)cc(/C=C2\N=C(C)OC2=O)cc1OCC
-0.17,-0.52,-37,O=C(CN1CCOCC1)NC1CC2CCC1C2 (stereo unspecified)
0.26,-0.55,7,CCCCCCC(=O)N/N=C/Cc1ccccc1
.,.,-33,O=C(CSc1ncccn1)N/N=C/c1cccc(OC2CSC2)c1
0.44,0.35,-11,CN1CCc2c(sc3c2C(=O)NC(c2ccccn2)N3)C1 (stereo unspecified)
-0.21,-0.1,-40,Cc1c(NC(=O)C(Sc2ccccc2)c2ccccc2)cccc1[N+](=O)[O-] (stereo unspecified)
0.82,0.22,.,c1ccc(OCCCCN2CCOCC2)cc1
.,.,-33,CCOC(=O)N1CCC(=NNc2ncc(C(F)(F)F)cc2Cl)CC1
-1.7,-1.4,-55,CSc1nnc2c(n1)[nH]c1c(C)cccc12
1.1,0.65,.,O=C(CNC1CCCCCC1)Nc1ccc(N2CCCC2)cc1
.,.,17,NC1=NS(=O)(=O)NC1c1ccc(Br)cc1 (stereo unspecified)
0.63,0.4,.,O=C1CCCCCN1CP(=O)(O)CCc1ccccc1
0.01,-0.37,23,O=C(CSc1ncccn1)Nc1ccc(S(=O)(=O)N2CCCCC2)cc1
-0.3,-0.17,.,COc1ccccc1CN(Cc1cc2cc(C)cc(C)c2[nH]c1=O)Cc1nnnn1CC1CCCO1 (stereo unspecified)
-1.4,-0.89,-12,COc1cccc(C2c3c(oc4ccc(Cl)cc4c3=O)C(=O)N2c2cc(C)on2)c1OC (stereo unspecified)
-0.11,0.06,-13,CCCCCOc1ccc(NC(=O)C(=O)NCCC2=CCCCC2)cc1
-0.25,0.88,30,CN1CCN(c2nc(-c3cc4ccccc4o3)cs2)CC1
2.4,0.45,.,S=c1[nH]c2ncccc2o1
0.64,0.38,.,Cc1ccccc1NC(=S)Nc1ccc(Br)cc1
-0.02,-0.53,.,CCC(C)NC(=O)CCS(=O)(=O)c1ccc2c(c1)n(C)c(=O)c(=O)n2C (stereo unspecified)

Record cards (already shown):
`N#CCOc1ccc2oc(-c3ccco3)cc(=O)c2c1` is entered as sdo1 growth = .; sdo1 growth Rescue 24 h = .; INS promoter inh = -17
`NC1=NS(=O)(=O)NC1c1ccc(Br)cc1` (stereo unspecified) is entered as sdo1 growth = .; sdo1 growth Rescue 24 h = .; INS promoter inh = 17

Later entries.
sdo1 growth,sdo1 growth Rescue 24 h,INS promoter inh,SMILES
.,.,-122,CC(C)c1ccc2nc(N)sc2c1
0.44,0.35,.,Cc1sc(CO)c(Sc2ccccc2)c1C(=O)O
1.3,1,.,CC(=O)N1CCCc2cc(S(=O)(=O)N3CCN(c4ccccn4)CC3)ccc21
-1.1,0.01,?,COC(=O)c1cn(CCOc2ccccc2OC)c2ccccc12
0.26,-0.19,25,COc1ccc(N2C(=O)CC(n3cnc4ccccc43)C2=O)cc1 (stereo unspecified)
-0.48,-0.24,.,CCCNC(=O)Cc1ncn[nH]1
.,.,47,CC(=O)NCc1nnc2c3ccccc3c(-c3ccccc3)nn12
.,.,30,COc1cccc(/C=C/C(=C2\C(=O)N(c3ccccc3)N=C2C)c2ccc(Br)cc2)c1OC
-0.62,-0.25,10,Cc1ccc(C(C)C)c(OCCCN(C)Cc2ccccc2)c1
-0.21,-0.23,38,CC(C)Oc1nnnn1-c1ccccc1
0.21,0.35,-67,Cc1ccc(-n2c(SCC(N)=O)nc(O)cc2=O)cc1
-0.06,0.5,-35,COc1ccccc1CNC(=O)CCN1C(=O)COc2ccc(C)cc21
-1.4,-0.24,-62,Cc1ccc(-c2noc(CCC(=O)NC3CCCc4ccccc43)n2)cc1 (stereo unspecified)
-1.5,-1.1,.,O=C(NC1=NCCS1)c1cc(-c2ccc(-c3ccccc3)cc2)nc2ccccc12
-1.2,-0.93,-7,O=C(Nc1nc2ccccc2s1)C1=NN(c2ccccc2)C(=O)CC1
-1.1,-1.2,13,CC1CCN(S(=O)(=O)c2cnc(Cl)c(Br)c2)CC1
0.82,0.32,-62,Cc1cc(C)cc(Nc2ccc(C(=O)O)cc2N)c1
.,.,27,C=CCSc1nc(C)cc2c1C(=O)OC2
-0.58,-0.25,17,COc1ccc(C(CC(=O)c2ccccc2)C2CCCCC2=O)cc1 (stereo unspecified)
0.21,1.1,-40,COc1ccc(NC(=O)COC(=O)c2ccc(NS(=O)(=O)/C=C/c3ccccc3)cc2)cc1
-0.41,1.7,33,Cc1cccc(NC(=O)c2cc(NC(=O)c3ccco3)ccc2N2CCCCC2)c1
1.5,1.3,-17,C/C(N)=C(/C#N)C(=O)COC(=O)c1ccc(C)c(S(=O)(=O)N2CCCCC2)c1
1.1,0.68,6,COCCN(CCOC)S(=O)(=O)c1ccc(C(=O)NCCCN2CCOCC2)cc1
.,.,24,CCOc1ccccc1/C=N\Nc1cnn(Cc2ccccc2)c(=O)c1Cl
-1,-1.2,42,CN(C)c1ccc(/C=N\Nc2nc(-c3ccccc3)cc(=O)[nH]2)cc1
1.7,1.2,.,Cn1c(=O)c2c(nc(CN3CCC(C(N)=O)CC3)n2Cc2c(Cl)cccc2Cl)n(C)c1=O
0.39,-0.11,-3,OCCN(CCO)Cc1csc2ccccc12
0.82,0.2,-24,Cc1cccc(C)c1NC(=O)CN(C)CC(=O)Nc1cc(Cl)ccc1C#N
.,.,0,COc1ccc(CCNC(=O)c2ccc(N(C)S(=O)(=O)c3ccc(C)cc3)cc2)cc1OC
.,.,-44,c1coc(-c2ccnc(-c3ccncc3)n2)c1

A second format for part of the listing above:
CC1CCN(S(=O)(=O)c2cnc(Cl)c(Br)c2)CC1
- sdo1 growth: -1.1
- sdo1 growth Rescue 24 h: -1.2
- INS promoter inh: 13
Cc1cc(C)cc(Nc2ccc(C(=O)O)cc2N)c1
- sdo1 growth: 0.82
- sdo1 growth Rescue 24 h: 0.32
- INS promoter inh: -62
C=CCSc1nc(C)cc2c1C(=O)OC2
- sdo1 growth: .
- sdo1 growth Rescue 24 h: .
- INS promoter inh: 27

Next section:
sdo1 growth,sdo1 growth Rescue 24 h,INS promoter inh,SMILES
-0.13,0.78,29,CCn1cc(C2=NC(C(C)C)CO2)c2ccccc21 (stereo unspecified)
-2.2,-0.88,.,O=[N+]([O-])c1ccc(N/N=C\c2cccn2-c2ccccc2)nc1
-0.18,0.57,-12,CCCC(C(=O)NCc1ccc(OC)cc1)N(Cc1ccco1)C(=O)c1snc(C(N)=O)c1N (stereo unspecified)
0.94,1.1,-205,CC(=O)NNC(=O)c1ccncc1
-0.55,-0.7,-19,S=C1NC2=C(CCCC2)C2(CCCCC2)N1
1.7,1.6,-4,CCOC(=O)C1CCCC(NS(=O)(=O)c2ccc(NC(C)=O)cc2)C1 (stereo unspecified)
-2.9,-2.2,.,CN1/C(=C/C(=O)c2nc(S(C)(=O)=O)ncc2Cl)C(C)(C)c2ccccc21
1.8,0.91,.,CCc1cccc(C)c1NC(=O)CN1C(=O)c2ccccc2S1(=O)=O
.,.,7,CCOC(=O)c1nnsc1Nc1ccc(C)c(C)c1
.,.,0,CCOC(=O)C1=C(C)OC(N)=C(C#N)C1c1cc(SCC)oc1C (stereo unspecified)
.,.,53,O=[N+]([O-])c1ccc(F)cc1OCc1nc(-c2cccs2)no1
0.44,-0.13,-70,O=C(NCCCN1CCOCC1)c1cc2c(s1)CCCC2
-0.29,0,-52,CCc1ccc(OCC(O)CN2CCC(CN3C(=O)c4cccc5cccc(c45)C3=O)CC2)cc1 (stereo unspecified)
-1.2,-0.5,-59,c1ccc(N2CCN(c3ncnc4scc(-c5cccs5)c34)CC2)cc1
0.23,0.49,-30,CCC(=O)OCc1c(C(F)(F)F)nn(C)c1Sc1ccc(F)cc1
-0.95,0.07,.,COc1ccc(-c2c(C#N)c(SCc3c(C)noc3C)nc3c2C(=O)CC(C)(C)C3)cc1
.,.,35,N/C(=N\OC(=O)CCCN1C(=O)c2ccccc2C1=O)c1ccccn1
-0.71,0.46,7,COC(=O)/C(=C\Nc1cccc(Cl)c1C)c1ncc(C(F)(F)F)cc1Cl
.,.,-60,Cc1nc(SCC(=O)NCc2cccs2)nc(C)c1C
.,.,0,COc1ccc([N+](=O)[O-])cc1NC(=O)COC(=O)C=C(C)C
-1.2,-0.24,0,COc1ccc2c(=O)c(-c3ccccc3C)c(C)oc2c1
0.34,-0.07,3,COc1ccc2[nH]c(=O)c(CN(CCO)S(=O)(=O)c3ccc4c(c3)OCCO4)cc2c1
-0.74,0.06,.,Cc1nn(-c2ccccc2)c(C)c1NC(=O)COc1ccc(Br)cc1Cl
-0.49,-0.79,.,Cn1c(CCN2CCN(c3ccc(F)cc3)CC2)nc2cc(NC(=O)c3ccco3)ccc21
-1.3,-0.97,.,Cc1ccc(N2C(=O)c3ccccc3C2Nc2ccc(S(=O)(=O)N3CCCCC3)cc2)nc1 (stereo unspecified)
-0.57,-0.22,-2,Cc1c(Br)cc(C(=O)NCc2ccco2)c(C)c1C
0.71,1.1,50,CC(C)OC(=O)CSc1nnc(-c2ccc(C(C)(C)C)cc2)n1N
-0.3,0.71,.,CCc1cc(N2CCOCC2)cc2c1[nH]c1ccccc12
-1.2,-1.3,-21,CS(=O)(=O)N1CCN(c2ccccc2NC(=O)C(c2ccccc2)c2ccccc2)CC1
0.99,0.89,50,O=C(CSc1nnc(-c2cccnc2)n1-c1ccccc1)NCc1ccc2c(c1)OCO2
0.75,0.2,54,Cc1ccc(SCc2noc(C(=O)NC(C)C)c2C(=O)O)cc1C
0.53,1.2,.,CCOC(=O)c1c(NC(=O)CSc2nnc(-c3cccnc3)o2)sc(C(C)=O)c1C
0.6,0.51,.,CCOc1c2ccc(C(=O)NCc3ccc(OC(F)(F)F)cc3)cc2nn1C
-0.98,-1.2,.,Cc1ccc(NC(=O)c2sc3nc[nH]c(=O)c3c2C)c(C)c1
0.02,-0.65,38,C/C(=N\S(=O)(=O)c1ccc(C)cc1)Nc1cc(C(C)C)c(O)cc1C
0.56,0.07,-83,COc1cccc2cc(C(=O)N3CCN(C(=O)c4ccco4)CC3)c(=O)oc12
2.1,2.7,0,CCCNC(=O)COC(=O)c1[nH]c(C)c(C(=O)OCC)c1C
.,.,-9,COc1ccc(NC(=S)NCCc2c(C)[nH]c3ccc(OC)cc23)cc1
0.3,-0.16,.,COc1ccc(CNC(=O)c2ccc(N3CCCC3=O)cc2)cc1
4*,3.4*,0,CC(C)COC(=O)c1cc(-c2ccc(/C=N/n3cnnc3)o2)ccc1Cl
0.73,-0.09,-3,CCCNc1nc2c(c(=O)[nH]c(=O)n2C)n1CCC(C)C
-0.62,-0.83,-41,CC(C)Oc1ccc(C2CC(=O)N(c3ccccc3)C2=O)cc1 (stereo unspecified)
0.88,1.2,-100,COc1cc(C(=O)NCc2ccccc2)cc(Br)c1OC
-2.4,-1.7,36,Cc1ccc(S(=O)(=O)n2cc(-c3ccccc3)c(N)n2)cc1
1.3,1,.,Cc1ccc(C)c(-c2cc(C(=O)NNC(=S)NCC(C)C)c3ccccc3n2)c1
-0.09,-0.91,14,CCN(CC)CCn1c(NCc2cccc(OC)c2)nc2ccccc21
0.35,0.8,.,O=C(CCNC(=O)c1ccc(Br)o1)NCc1ccc(Cl)cc1
0.22,-0.29,-3,CCN1CCN(C(=S)Nc2ccc(Cl)cc2Cl)CC1
-0.76,-1.2,-16,COC(=O)c1c(C(=O)OC)c2n(c1C)Cc1ccccc1C2

A different layout for 2 compounds above.
Under each structure – sdo1 growth, sdo1 growth Rescue 24 h, INS promoter inh
Cc1ccc(S(=O)(=O)n2cc(-c3ccccc3)c(N)n2)cc1
  -2.4, -1.7, 36
Cc1ccc(C)c(-c2cc(C(=O)NNC(=S)NCC(C)C)c3ccccc3n2)c1
  1.3, 1, .

Shown with two lines to a compound: part of the list above.
Values run as follows: sdo1 growth | sdo1 growth Rescue 24 h | INS promoter inh
- Cc1ccc(N2C(=O)c3ccccc3C2Nc2ccc(S(=O)(=O)N3CCCCC3)cc2)nc1 (stereo unspecified)
 : -1.3 | -0.97 | .
- CCc1cccc(C)c1NC(=O)CN1C(=O)c2ccccc2S1(=O)=O
 : 1.8 | 0.91 | .
- CCCNc1nc2c(c(=O)[nH]c(=O)n2C)n1CCC(C)C
 : 0.73 | -0.09 | -3
